Screening results: PubChem, National Center for Advancing Translational Sciences (NCATS)
SNCA expr inhib: reduces expression of the alpha-synuclein gene. 140,000 compounds, 0.17% hits. HEK-293 SNCA-luciferase knock-in, luminescence, 24 h. AID 1671194. Potency, µM (doses to about 57.2 µM), without a hit: at the top dose activity change, negative = inhibition, hits mostly inhibitors;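 further: potency means the concentration at half of the fitted maximal effect; plate controls were DMSO cells for no effect and cell-free wells for full effect; nearly all actives have a fitted effect of over 45% in size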
GPT2 inh: GPT2 alanine aminotransferase inhibition. Q8TD30. Recombinant GPT2, coupled pyruvate oxidase/HRP Amplex Red fluorescence. Potency, µM (top dose mostly 57.7 µM), for the others: top-dose activity change, negative = inhibition, actives largely listed as inhibitors. 100,000 compounds, 0.25% hits. AID 1671188; further: potency means the concentration at half of the fitted maximal effect; nearly all actives have a fitted effect of over 60% in size; many of its hits are not listed in these tables
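GPT2 10ng/uL, a-KG 250uM, L-Ala 2mM, HEPES pH7.5 + 0.0001% Tween; 30 min RT. Then Amplex mix (PO/HRP/ThPP), 30 min RT dark, fluorescence. AOA 50uM used as positive control.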
SNCA viab count: counter-screen for SNCA expression inhibitors: cell viability. HEK-293-SNCA-luc viability, GF-AFC fluorescence, 24 h. Potency, µM (titrated, usually from 57.1 µM), for inactives: at the top dose activity change, negative = cytotoxicity, hits mostly cytotoxic. 150,000 compounds, 0.12% hits;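 further: potency means the concentration at half of the fitted maximal effect; 0% = DMSO-treated cells and -100% = medium-only wells without cells; nearly all actives have a fitted effect of over 30% in size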
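HEK-293-SNCA-luc cells (1500/well) plated 24 h, then exposed 24 h to a dilution series; GF-AFC added 30 min at 37C, fluorescence 405/540 nm; normalised to medium-only and DMSO wells, Hill fit.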
NIH3T3 tox: cytotoxic compounds in NIH 3T3 cells; Potency, µM (series often up to 96.7 µM), inactives show at the highest dose activity change, negative = cytotoxicity, hits mostly inhibitors; 94,000 compounds, 4.3% hits; NIH 3T3 viability, CellTiter-Glo ATP luminescence, 48-72 h; AID 1345082; further: potency means the concentration at half of the fitted maximal effect; nearly all actives have a fitted effect of over 55% in size
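Viability of NIH 3T3 cells after 48 or 72 hr compound treatment at 37 °C was assessed by CellTiter-Glo, with luminescence imaged following a 10 min room-temperature step.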
FLuc inh: blocks purified firefly luciferase enzyme activity; purified P. pyralis luciferase, luminescence, biochemical; Potency, µM (top dose mostly 115 µM), without a hit: top-dose activity change, negative = inhibition, most hits filed as inhibitors; 76,000 compounds, 2.5% hits; further: potency means the concentration at half of the fitted maximal effect; nearly all actives have a fitted effect of over 65% in size
Target sequence (P08659 whole entry, looked up): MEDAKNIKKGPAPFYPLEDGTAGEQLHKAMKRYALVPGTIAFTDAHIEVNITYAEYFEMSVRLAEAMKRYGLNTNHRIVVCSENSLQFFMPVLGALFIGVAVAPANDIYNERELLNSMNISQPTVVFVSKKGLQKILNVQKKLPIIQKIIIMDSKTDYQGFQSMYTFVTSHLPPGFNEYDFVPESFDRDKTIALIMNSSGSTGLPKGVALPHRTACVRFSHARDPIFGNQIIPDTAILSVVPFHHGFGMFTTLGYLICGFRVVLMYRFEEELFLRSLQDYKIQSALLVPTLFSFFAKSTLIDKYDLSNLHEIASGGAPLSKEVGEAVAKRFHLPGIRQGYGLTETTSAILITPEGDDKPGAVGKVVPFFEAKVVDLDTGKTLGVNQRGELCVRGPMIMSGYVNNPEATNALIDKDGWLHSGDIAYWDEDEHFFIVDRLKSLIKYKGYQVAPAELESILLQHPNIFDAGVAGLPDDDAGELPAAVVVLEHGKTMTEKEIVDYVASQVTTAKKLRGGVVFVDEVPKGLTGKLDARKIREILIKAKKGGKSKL
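Cell-free enzyme assay, 10nM P. pyralis luciferase, luciferin and ATP each at 10uM. Inhibition profiled over a 6-point titration, read as luminescence.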
HEK cytotox: kills HEK 293 cells; HEK 293 viability, ATP luminescence (CellTiter-Glo), 48-72 h; Potency, µM (highest dose often 115 µM), inactives show at the top dose activity change, negative = cytotoxicity, usual class: inhibitors; 94,000 compounds, 6.6% hits; AID 1345083; further: potency means the concentration at half of the fitted maximal effect; nearly all actives have a fitted effect of over 60% in size
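Pintool-delivered compounds were incubated with HEK 293 cells (250 cells/well) at 37 degree Celsius for 48 or 72 hr. ATP-dependent luminescence (CellTiter-Glo) then reported remaining viable cells.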
IP6K1 inhibitor: inhibitors of human IP6K1. 140,000 compounds, 0.81% hits. activity change, % (series mostly up to about 58 µM). IP6K1 kinase, ADP-Glo luminescence, 2 h; stronger effect = lower value; in the data active means activity change below about -25%
Target sequence (Q92551 whole entry, looked up): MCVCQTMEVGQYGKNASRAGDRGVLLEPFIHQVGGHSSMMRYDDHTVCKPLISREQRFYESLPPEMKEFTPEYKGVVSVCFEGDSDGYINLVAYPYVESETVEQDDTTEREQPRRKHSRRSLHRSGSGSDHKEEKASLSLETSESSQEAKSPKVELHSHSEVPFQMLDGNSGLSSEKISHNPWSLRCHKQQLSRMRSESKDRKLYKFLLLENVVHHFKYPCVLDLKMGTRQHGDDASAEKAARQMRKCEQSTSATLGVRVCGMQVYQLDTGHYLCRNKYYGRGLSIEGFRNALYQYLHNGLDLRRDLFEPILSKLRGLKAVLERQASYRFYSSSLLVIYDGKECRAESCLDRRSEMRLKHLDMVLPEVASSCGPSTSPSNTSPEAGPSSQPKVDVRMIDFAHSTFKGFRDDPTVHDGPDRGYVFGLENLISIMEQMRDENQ
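ADP-Glo luminescence measures ADP made by human IP6K1 during a 2 h RT reaction with ATP/IP6 (mix at 1.3 mM/130 uM); top library doses 57.5 and 19.1 uM final.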
The depositor's hits bear a star; [ ] = another dose, or the depositor's remark. Unless noted, the call rests on the fitted dose curve; in most records, active means well fitted curve in the direction sought with a large enough effect; inconclusive means small, poorly fitted or top-dose-only effect, or another doubt; inactive means no such curve, though single readings can be large; an effect the other way counts as inactive or inconclusive. Unless noted, on the % scale 0 is the no-effect control and ±100 the full control effect.

`O=C1NCCOCCCN(S(=O)(=O)c2cccs2)[C@H]2CCC[C@@H]12` gave SNCA expr inhib 29%, GPT2 inh -14%, SNCA viab count 6%, NIH3T3 tox -16%, FLuc inh 1%, HEK cytotox 2% and IP6K1 inhibitor 5.
`O=C(NC1CCCc2c1[nH]c1ccccc21)c1ccccn1` (stereo not drawn) gave SNCA expr inhib 24%, GPT2 inh -17%, SNCA viab count -4%, NIH3T3 tox -3%, FLuc inh -13%, HEK cytotox inconclusive and IP6K1 inhibitor 8.
O=C(N[C@@H]1CN(Cc2ccccc2)C[C@H]1CO)c1ccc(=O)[nH]c1 was read as SNCA expr inhib -10%, GPT2 inh inactive, SNCA viab count -10%, NIH3T3 tox 1%, FLuc inh 9%, HEK cytotox -7% and IP6K1 inhibitor -2.
`CN1CCN(C(=O)Nc2cccc(Cl)c2)c2cccnc21` gave SNCA expr inhib 2%, SNCA viab count -1% and IP6K1 inhibitor -32*.
For Cc1ccc(-n2c(=O)c3c(C)c(C)sc3n(CC(=O)NCc3ccccc3)c2=O)cc1C the results were SNCA expr inhib -12%, SNCA viab count inconclusive and IP6K1 inhibitor 10.
`CN(Cc1cccn1C)C(=O)c1ccc(C(F)(F)F)cc1` gave SNCA expr inhib 41%[activator][87.6 µM], GPT2 inh inactive, SNCA viab count 2%[87.6 µM], NIH3T3 tox -20%[138 µM], FLuc inh -6%[172 µM], HEK cytotox -19%[172 µM] and IP6K1 inhibitor 15.
O=C1CCN(Cc2ccncc2)CCCC(C(=O)N2CCCC2)CCN1 (stereo not drawn) was read as SNCA expr inhib -32%, GPT2 inh inactive, SNCA viab count -13%, NIH3T3 tox -11%, FLuc inh 2%, HEK cytotox -11% and IP6K1 inhibitor 10.
Screening Cc1cc(C)c2nc(C)cc(Nc3cccc(C(=O)O)c3)c2c1 returned SNCA expr inhib 1%, SNCA viab count inconclusive and IP6K1 inhibitor -25*.
CCc1ccc(CNC(=O)CCc2conc2-c2cccc(C)c2)cc1 was read as SNCA expr inhib -3%, GPT2 inh inactive, SNCA viab count 13%, NIH3T3 tox inconclusive, FLuc inh -21%, HEK cytotox inconclusive and IP6K1 inhibitor 28.
For CCN1C(=O)CCC2(C(=O)Nc3cccc(OC)c3)CCCC=C12 (stereo not drawn) the results were SNCA expr inhib 37%[activator], GPT2 inh inactive, SNCA viab count 5%, NIH3T3 tox -8%, HEK cytotox 2% and IP6K1 inhibitor 6.
COc1ccc(C2Cn3cnc(C(=O)N4CCC(C(=O)Nc5cccc(Cl)c5)CC4)c3CO2)cc1 (stereo not drawn) was read as SNCA expr inhib 17%, GPT2 inh inactive, SNCA viab count -6%, NIH3T3 tox -2%, FLuc inh 40µM*, HEK cytotox inconclusive and IP6K1 inhibitor -8.
`CN1C(=O)[C@@H]2C[C@@H](O)CN2C2(CN(C3CCCCC3)C2)C1=O` gave SNCA expr inhib 4%[87.6 µM], GPT2 inh inactive, SNCA viab count 0%[87.6 µM], NIH3T3 tox 3%[174 µM], FLuc inh -10%[172 µM], HEK cytotox inactive and IP6K1 inhibitor -2.
Cc1c(C(=O)NCCc2ccc(Cl)cc2)sc2nc3n(c(=O)c12)CCCC3 was read as SNCA expr inhib 52%[activator], SNCA viab count -8% and IP6K1 inhibitor 5.
Screening CO[C@@H]1CC(OC2CCC3(C)C(CCC45CCC(C6=CC(=O)OC6)C(C)(CCC43)C5=O)C2)O[C@H](C)[C@@H]1O[C@@H]1O[C@H](CO[C@@H]2O[C@H](CO)[C@@H](O)[C@H](O)[C@H]2O)[C@@H](O)[C@H](O)[C@H]1O (stereo partly drawn) returned GPT2 inh inactive, SNCA viab count -20%[12.5 µM] and IP6K1 inhibitor -6.
Screening Cc1cccc(N2CCN(C(=O)c3ccc4c(c3)N(C)C3CCCCCN3C4=O)CC2)c1 (stereo not drawn) returned SNCA expr inhib inconclusive, GPT2 inh inactive, SNCA viab count -22%[12.5 µM], NIH3T3 tox inconclusive, FLuc inh -5%, HEK cytotox 40µM* and IP6K1 inhibitor -8.
`CC(C)C[C@@H]1N[C@H](C(=O)NC(C)C)Cc2c[nH]c3cccc1c23` gave SNCA expr inhib -16%[87.6 µM], GPT2 inh -6%[88.5 µM], SNCA viab count -25%[87.6 µM], NIH3T3 tox 100µM*, FLuc inh 2%[172 µM], HEK cytotox inconclusive and IP6K1 inhibitor 24.
O=C(/C=C/c1ccccc1)Nc1nc2n(n1)C(c1ccc(Cl)cc1)C=C(c1ccccc1)N2 (stereo not drawn) was read as SNCA expr inhib 0%, SNCA viab count -8% and IP6K1 inhibitor 2.
`COc1ccccc1Nc1ccnc(N2CCCC(C(=O)NC(C)C)C2)n1` (stereo not drawn) gave SNCA expr inhib 23%, GPT2 inh inactive, SNCA viab count 4%[12.5 µM], NIH3T3 tox 45µM*, HEK cytotox inconclusive and IP6K1 inhibitor 3.
O=C(Nc1ccccc1F)N1CC2CCC(C1)N2Cc1cccc(-c2ccsc2)c1 was read as SNCA expr inhib -3%, GPT2 inh -2%, SNCA viab count -2%, NIH3T3 tox inconclusive, HEK cytotox inconclusive and IP6K1 inhibitor -7.
`Cc1nc(-c2ccc(F)cc2)n(Cc2nc(-c3ccc(Cl)cc3)oc2C)c(=O)c1CCO` gave SNCA expr inhib -14%, GPT2 inh 3%, SNCA viab count 5%, NIH3T3 tox -18%, FLuc inh -4%, HEK cytotox -6% and IP6K1 inhibitor 4.
`Cn1nnnc1C1CCCN(C(=O)c2ccc(F)cc2)C1` (stereo not drawn) gave SNCA expr inhib -27%, GPT2 inh -8%, SNCA viab count 8%, NIH3T3 tox -4%, FLuc inh -1%, HEK cytotox 3% and IP6K1 inhibitor -17.
`COc1ccc(OCC(=O)OCc2cc(=O)n3cc(C)sc3n2)cc1` gave SNCA expr inhib -10%, SNCA viab count 7% and IP6K1 inhibitor 3.
`COc1ccc(CN2CCC[C@H]2c2nc(-c3cncnc3N)no2)c(O)c1` gave SNCA expr inhib 11%[87.6 µM], GPT2 inh inactive, SNCA viab count -5%[87.6 µM], NIH3T3 tox inactive, FLuc inh 1%[172 µM], HEK cytotox 0%[172 µM] and IP6K1 inhibitor -3.
`Cc1ccc(C)c(-n2nnc(-c3nc(-c4ccc(Cl)cc4)no3)c2N)c1` gave SNCA expr inhib 67%[activator], SNCA viab count -3% and IP6K1 inhibitor 0.
Screening Fc1ccccc1-c1noc(-c2nc(-c3ccccc3F)no2)n1 returned SNCA expr inhib 37%, GPT2 inh inconclusive, SNCA viab count 0%, NIH3T3 tox inactive, FLuc inh -13%, HEK cytotox -6% and IP6K1 inhibitor 1.
For COc1ccc2c(c1)nc1n2[C@@H](CNC2CCOCC2)COC1 the results were SNCA expr inhib 1%[87.6 µM], GPT2 inh -3%[88.5 µM], SNCA viab count 5%[87.6 µM], NIH3T3 tox -15%[138 µM], FLuc inh -4%[172 µM], HEK cytotox -14%[172 µM] and IP6K1 inhibitor -8.
For CCc1ccc(N2CC(c3noc(-c4ccc(OC)cc4OC)n3)CC2=O)cc1 (stereo not drawn) the results were SNCA expr inhib -3%, GPT2 inh inactive, SNCA viab count 1%, NIH3T3 tox inconclusive, FLuc inh -18%, HEK cytotox inconclusive and IP6K1 inhibitor -1.
`CCC(=O)N1c2ccccc2CC1C(=O)NCc1ccccc1Cl` (stereo not drawn) gave SNCA expr inhib 20%, SNCA viab count -3% and IP6K1 inhibitor 18.
Cc1cc(C)cc(-n2ccnc2SCC(=O)Nc2nc3ccccc3s2)c1 was read as SNCA expr inhib 9%, SNCA viab count -7% and IP6K1 inhibitor 6.
Screening O=C(NC1C[C@H]2CC[C@@H](C1)N2C(=O)C1CCOCC1)c1ccc(F)cc1 (stereo partly drawn) returned SNCA expr inhib -7%, GPT2 inh inactive, SNCA viab count 5%, NIH3T3 tox 5%, FLuc inh -4%, HEK cytotox -6% and IP6K1 inhibitor 1.
O=C(NCC1CC1)c1cc(-c2cccs2)c2cccn2n1 was read as SNCA expr inhib 89%[activator][87.6 µM], GPT2 inh -30%[88.5 µM], SNCA viab count -10%[87.6 µM], NIH3T3 tox inconclusive, HEK cytotox 71µM* and IP6K1 inhibitor -9.
Screening C#CCNC(=O)C1CCCN1Cc1ccc(-c2cc(C)cc(C)c2)cc1 (stereo not drawn) returned SNCA expr inhib -7%, GPT2 inh -3%, SNCA viab count 4%, NIH3T3 tox inconclusive, HEK cytotox 45µM* and IP6K1 inhibitor -6.
For O=C(NCC(F)(F)F)c1cc(C2CC2)nc2c1c(C1CCCN1)nn2-c1ccccc1 (stereo not drawn) the results were SNCA expr inhib 2%, GPT2 inh inactive, SNCA viab count -9%, NIH3T3 tox 22µM*, HEK cytotox inconclusive and IP6K1 inhibitor 19.
Screening O=C(NC1CCCN(c2cc(-c3ccc(Cl)cc3)[nH]n2)C1)c1ccc2ncccc2c1 (stereo not drawn) returned SNCA expr inhib 20%, GPT2 inh -17%, SNCA viab count inconclusive, NIH3T3 tox inconclusive, FLuc inh 1.8µM*, HEK cytotox inconclusive and IP6K1 inhibitor 0.
O=C(NC1CCCCC1)c1cnc2c(c1)N([S+](=O)([O-])c1cccnc1)CCC2 was read as SNCA expr inhib -7%[87.6 µM], GPT2 inh -3%[88.5 µM], SNCA viab count -3%[87.6 µM], NIH3T3 tox 89µM*, FLuc inh 6%[172 µM], HEK cytotox -10%[172 µM] and IP6K1 inhibitor 9.
For CCOc1ccc(N2CC(NC(=O)Cc3ccccc3)CC2=O)cc1 (stereo not drawn) the results were SNCA expr inhib 17%, SNCA viab count 14% and IP6K1 inhibitor 27.
`Cc1ccc(C(=O)Nc2noc3ccccc23)cc1` gave GPT2 inh -3%, SNCA viab count -10% and IP6K1 inhibitor -55*.
Screening O=C1c2c(nc(CNCc3cnccn3)n2Cc2ccccc2)NCCN1Cc1cccc(Cl)c1 returned SNCA expr inhib 19%, GPT2 inh -13%, SNCA viab count -18%, NIH3T3 tox inconclusive, FLuc inh -17%, HEK cytotox inconclusive and IP6K1 inhibitor -12.
For CC1CC(OC(=O)C(O)c2ccccc2)CC(C)(C)C1 (stereo not drawn) the results were GPT2 inh inactive, SNCA viab count -9% and IP6K1 inhibitor -10.

Looked up by structure from the list above, 3 records:
For O=C(NCC(F)(F)F)c1cc(C2CC2)nc2c1c(C1CCCN1)nn2-c1ccccc1 (stereo not drawn) the results were SNCA expr inhib 2%, GPT2 inh inactive, SNCA viab count -9%, NIH3T3 tox 22µM*, HEK cytotox inconclusive and IP6K1 inhibitor 19.
For CC1CC(OC(=O)C(O)c2ccccc2)CC(C)(C)C1 (stereo not drawn) the results were GPT2 inh inactive, SNCA viab count -9% and IP6K1 inhibitor -10.
O=C(NC1CCCCC1)c1cnc2c(c1)N([S+](=O)([O-])c1cccnc1)CCC2 was read as SNCA expr inhib -7%[87.6 µM], GPT2 inh -3%[88.5 µM], SNCA viab count -3%[87.6 µM], NIH3T3 tox 89µM*, FLuc inh 6%[172 µM], HEK cytotox -10%[172 µM] and IP6K1 inhibitor 9.

A portion of the library; the hit share may differ from the screen's.
